HT1080 viability: cytotoxicity in HT1080 fibrosarcoma cells, cell-based, fluorescence readout (AID 620); HT1080 viability, fluorescence; higher % means a stronger effect; hit rate 0.42% among 87,000; one-dose cytotoxicity, % at 10 µM; EC50 in µM for titrated hits;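 note: cells exposed to compound overnight then 4 h with Alamar Blue; 0% = vehicle DMSO and 100% = killing control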
Spn DPM-DC inh: S. pneumoniae DPM-DC inhibitors, primary screen, biochemical, PK/LDH-coupled NADH fluorescence; diphosphomevalonate decarboxylase (Streptococcus pneumoniae D39); purified DPM-DC; hit rate 0.49% among 65,000; calls only at 10 µM;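 active = the 320 compounds with the highest percent inhibition in the single-dose primary screen, excluding strongly autofluorescent ones, cut at about 32% in these data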;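 note: kinetic rate of NADH fluorescence loss reporting ADP formed by the decarboxylase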
HPDE-C7 cytotoxicity: cytotoxicity in HPDE-C7 cells, cell-based, fluorescence, HTS (AID 430); HPDE-C7 pancreatic duct cells viability, fluorescence; higher % means a stronger effect; cytotoxicity, % at 10 µM, or EC50 in µM where a hit was titrated; hit rate 1.8% among 63,000;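 note: cells exposed to compound for 48 hours before viability readout; 0% = vehicle and 100% = reference cytotoxic drug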
MK inhibit: S. pneumoniae MK inhibitors, primary screen, biochemical, PK/LDH-coupled NADH absorbance | mevalonate kinase [Streptococcus pneumoniae D39] | purified MK, PK/LDH-coupled NADH absorbance 340 nm | inhibition, % at 10 µM | hit rate 0.48% among 65,000;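 active = ranked among the strongest by inhibition in the single 10 µM screen, a fixed top-ranked set picked for dose follow-up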; note: no value below 0 was filed
KRASV12 cytotoxicity: cytotoxicity in KRAS-transformed pancreatic duct cells, primary screen, cell-based, fluorescence, HTS (AID 431); HPDE-C7K KRASV12 cells, Alamar Blue viability, 48 h; higher % means a stronger effect; cytotoxicity, % at 10 µM; hits with a dose series show EC50 in µM; hit rate 1.7% among 63,000;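 active = compounds whose percent cytotoxicity in the single-dose primary screen, scaled between solvent and toxic-drug controls, exceeds 50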;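 note: 0% = DMSO solvent wells and 100% = doxorubicin-treated wells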
PMK inhibit: S. pneumoniae PMK inhibitors, primary screen, biochemical, mevalonate pathway, pilot trial included. AID 539, 2006. purified PMK, PK/LDH-coupled NADH absorbance 340 nm. phosphomevalonate kinase (Streptococcus pneumoniae D39). hit rate 0.49% among 65,000. inhibition, % at 10 µM;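 active = top-ranked compounds by inhibition in the single 10 µM screen, taking a fixed number of the strongest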;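 note: 0% = full reaction with DMSO carrier and 100% = background rate without enzyme reaction; no value below 0 was filed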
Bfl-1 inhibitors: Bfl-1 inhibitors, primary screen, biochemical, fluorescence polarization, FITC-Bid, mouse (AID 432) | Bcl-2-related protein A1 (Mus musculus) | FITC-Bid BH3 peptide fluorescence polarization displacement; higher % means a stronger effect | displacement, % at 20 µM; hits with a dose series show IC50 in µM | hit rate 0.02% among 64,000; in the data active = a potency from the dose series; inactive = the rest, 99 in 100 with displacement below about 15%; note: strong numbers were not always called active
LYP inhibition: LYP phosphatase inhibitors, primary screen, biochemical, DiFMUP fluorescence, recombinant catalytic domain, 10 µM (AID 606) | recombinant LYP catalytic domain, DiFMUP fluorescence; higher % means a stronger effect | inhibition, % at 10 µM; hits with a dose series show IC50 in µM | 52,000 tested, under 10 active;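 active = IC50 under 40 µM in the dose-response test; inactive = IC50 of 40 µM or more, or never dose-tested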
TNAP inhibition: human TNAP enzyme inhibitors, biochemical, luminescent (AID 518). one-dose inhibition, % at 20 µM; IC50 in µM for titrated hits. Alkaline phosphatase, tissue-nonspecific isozyme (Homo sapiens). hit rate 0.09% among 64,000. purified TNAP enzyme, luminescent substrate readout; higher % means a stronger effect; in the data active = a potency from the dose series; inactive = the rest, 99 in 100 with inhibition below about 22%;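 note: plate controls were vehicle for no effect and reference inhibitor for full effect; many of its hits are not listed in these tables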
PMK inhibit pilot replicates: also measured in PMK inhibit; calls as there; inhibition, %; measured here: pilot screen replicates
MK inhibit pilot replicates: also measured in MK inhibit; calls as there; inhibition, %; measured here: pilot screen replicates
Spn DPM-DC inh pilot screen %: also measured in Spn DPM-DC inh; calls as there; inhibition, %; measured here: pilot screen trials
Numbers without * were called inactive; i = inactive; nt = no result given; + = active, no number. Cut-off read from the data, not from the text of the source, unless noted: active = cytotoxicity above about 50%; inactive = the rest.

SMILES	HT1080 viability	Spn DPM-DC inh	HPDE-C7 cytotoxicity	MK inhibit	KRASV12 cytotoxicity	PMK inhibit	Bfl-1 inhibitors	LYP inhibition	TNAP inhibition	others
Cc1cccn2cc(-c3ccccc3)nc12	2%	i	-4%	0	-7%	9	-2%	8%	10%	PMK inhibit pilot replicates=0.0;MK inhibit pilot replicates=0.0;Spn DPM-DC inh pilot screen %=3.5
Cc1cc(NC(=O)COc2nnc(-c3ccccc3)c3ccccc23)no1	3%	i	-8%	10	8%	13	-8%	10%	4%
Cc1nn(Cc2ccccc2Cl)c(C)c1C(=O)NC1=NCCS1	-2%	i	-11%	11	-12%	13	-5%	10%	9%
COc1ccccc1N1CCN(C(=O)c2cc(-c3cccc(Cl)c3)on2)CC1	-2%	i	0%	4	4%	11	0%	3%	6%
Cc1ccccc1C(C(=O)NCc1ccco1)N(CC1CCCO1)C(=O)Cn1nnc2ccccc21 (stereo not drawn)	-4%	i	1%	4	2%	2	1%	-6%	10%
Cc1cccc(Nc2nc(NCc3ccco3)nc(N3CCOCC3)n2)c1	-7%	i	53%*	1	64%*	0	-4%	nt	11%
CCc1nnc(NC(=O)CSc2nnc3c4ccccc4n(C)c3n2)s1	-2%	i	0%	4	6%	6	1%	nt	5%
Cn1c(=O)c2c(-c3ccccc3)n(Cc3ccccn3)cc2n(C)c1=O	12%	i	4%	2	-1%	7	1%	nt	6%
O=C(CSc1nc(O)cc(=O)[nH]1)N1CCCc2ccccc21	0%	i	2%	11	-2%	19	2%	6%	8%
Cc1nc2cc(NC(=O)NCc3ccco3)ccc2n1C	4%	+	-10%	10	0%	8	-2%	9%	7%
COc1cc(CCC(=O)OCn2nnc3ccccc3c2=O)cc(OC)c1OC	5%	i	0%	2	-8%	18	-5%	13%	5%
O=C(c1ccccc1)N1CCN(C(=O)N2CCOCC2)CC1	nt	i	-7%	2	6%	0	6%	nt	6%
COc1ccccc1N(CC(=O)Nc1ccccc1C(=O)NCC(C)C)S(C)(=O)=O	2%	i	0%	2	-6%	5	-5%	-1%	3%
CCCCOC(=O)Nc1ccc(C(=O)OCCC)cc1	0%	i	-1%	5	12%	0	1%	3%	20%
Cc1ccc(NC(=O)CSc2nnc(NC(=O)CN3CCOCC3)s2)cc1	-1%	i	5%	4	5%	10	-1%	-10%	11%	PMK inhibit pilot replicates=7.0;MK inhibit pilot replicates=0.0;Spn DPM-DC inh pilot screen %=0.0
CCOc1ncccc1C(=O)Nc1ccc(-c2cn3ccsc3n2)cc1	14%	nt	11%	0	18%	21	4%	14%	15%
C#CC(CC)(CC)NC(=O)c1c(C)noc1C	4%	i	2%	7	-6%	2	-6%	8%	7%
O=C(CCCOc1ccccc1)n1nnc2ccccc21	-8%	i	-9%	9	0%	14	1%	-5%	8%
CCN1CCN(C(=O)CS(=O)(=O)Cc2nc(-c3ccc(C)cc3)oc2C)CC1	1%	i	-10%	0	-4%	0	6%	-13%	2%
COc1ccc(NC(=O)CN2CCN(CC(=O)Nc3ccc(OC)c(OC)c3)CC2)cc1	4%	i	2%	4	0%	6	0%	10%	1%
O=C(CCc1ccccc1)Nc1ccc(NC(=O)c2ccco2)cc1	-6%	i	-9%	8	-8%	10	0%	nt	7%
Cc1ccccc1N1C(=O)CC(N(O)c2ccccc2)C1=O (stereo not drawn)	10%	i	-6%	14	-1%	3	-4%	-5%	4%
O=C(c1nc2nc(-c3ccc(Cl)cc3)cc(C(F)(F)F)n2n1)N1CCOCC1	-2%	nt	-13%	15	4%	5	0%	nt	20%
c1ccc(CN2CCN(c3ncccn3)CC2)nc1	-15%	i	6%	0	-3%	14	10%	nt	10%
O=c1c2[nH]c3ccccc3c2ncn1CCN1CCOCC1	-1%	i	-21%	14	-28%	8	3%	nt	8%
CCCN=C(N)/C(C(=O)OCC)=C(\O)c1ccc(OC)cc1	12%	i	9%	9	6%	8	3%	6%	8%
CCN(CC(=O)N1CCN(C)CC1)S(=O)(=O)c1ccc(Cl)cc1	3%	i	-3%	3	-8%	0	-1%	13%	9%
CCOc1ccc(N2C(=O)CC(N)C2=O)cc1 (stereo not drawn)	3%	i	6%	13	-14%	2	-1%	15%	8%
CCOc1ccc(N=C(NC#N)SC)cc1	7%	i	-3%	6	1%	12	-6%	nt	0%
COc1ccc(OC)c(C2=NOC(C(=O)NCc3ccccn3)C2)c1 (stereo not drawn)	9%	i	-11%	2	-6%	14	-2%	14%	9%
Cc1ccc2c(c1)NC(=O)C(N1CCOCC1)(C(F)(F)F)O2 (stereo not drawn)	6%	i	-5%	0	4%	9	-9%	nt	3%
COc1ccc(CCNC(=O)CCSc2nc(-c3ccco3)cc(C(F)(F)F)n2)cc1OC	-3%	i	7%	12	6%	7	-6%	-19%	7%
COc1ccc(C)cc1NC(=O)c1ccoc1C	1%	i	-2%	9	0%	15	0%	-4%	-5%
O=C(c1cc2nc(-c3ccc(F)cc3)cc(C(F)(F)F)n2n1)N1CCCC1	-1%	+	0%	6	4%	9	-3%	8%	-4%
CCn1c(COc2ccccc2)nnc1SCC(=O)C(C)(C)C	29%	i	-31%	3	16%	0	12%	7%	4%
Fc1ccc(-c2nnc(CSc3nnc(-c4ccc5c(c4)OCO5)o3)o2)cc1	3%	i	6%	3	-4%	1	0%	17%	4%

Overlap with the part before: five compounds; new compounds follow.
SMILES	HT1080 viability	Spn DPM-DC inh	HPDE-C7 cytotoxicity	MK inhibit	KRASV12 cytotoxicity	PMK inhibit	Bfl-1 inhibitors	LYP inhibition	TNAP inhibition	others
COc1ccc(CCNC(=O)CCSc2nc(-c3ccco3)cc(C(F)(F)F)n2)cc1OC	-3%	i	7%	12	6%	7	-6%	-19%	7%
COc1ccc(C)cc1NC(=O)c1ccoc1C	1%	i	-2%	9	0%	15	0%	-4%	-5%
O=C(c1cc2nc(-c3ccc(F)cc3)cc(C(F)(F)F)n2n1)N1CCCC1	-1%	+	0%	6	4%	9	-3%	8%	-4%
CCn1c(COc2ccccc2)nnc1SCC(=O)C(C)(C)C	29%	i	-31%	3	16%	0	12%	7%	4%
Fc1ccc(-c2nnc(CSc3nnc(-c4ccc5c(c4)OCO5)o3)o2)cc1	3%	i	6%	3	-4%	1	0%	17%	4%
CCCc1[nH]nc2c1C(c1ccc(OCCN3CCOCC3)c(OCC)c1)C(C#N)=C(N)O2 (stereo not drawn)	2%	i	2%	0	0%	2	2%	-3%	3%
O=C(O)C1CC(=O)N(c2ccc(OCc3ccccc3Cl)cc2)C1 (stereo not drawn)	-1%	i	-6%	2	5%	10	2%	3%	13%	PMK inhibit pilot replicates=0.5;MK inhibit pilot replicates=1.0;Spn DPM-DC inh pilot screen %=3.5
Cc1n[nH]c(C)c1S(=O)(=O)N1CCCCCC1	5%	i	-9%	1	2%	1	-4%	12%	22%	PMK inhibit pilot replicates=0.5;MK inhibit pilot replicates=5.5;Spn DPM-DC inh pilot screen %=6.0
Cn1c(=O)c2c3c(sc2n2c(SCC(=O)c4ccccc4)nnc12)COC(C)(C)C3	-5%	i	-1%	17	-20%	1	3%	8%	3%
CCNC(=O)C(C)Sc1ccc(Cl)cc1 (stereo not drawn)	2%	i	3%	12	-10%	6	1%	7%	17%
COC(=O)Cc1[nH]nc2c1C(C1C=CCCC1)C(C#N)=C(N)O2 (stereo not drawn)	7%	i	26%	1	30%	9	2%	12%	24%	PMK inhibit pilot replicates=2.0;MK inhibit pilot replicates=1.5;Spn DPM-DC inh pilot screen %=0.0
O=C1C2C3C=CC(C3)C2C(=O)N1c1cccc(-c2nc3ccccc3o2)c1 (stereo not drawn)	-5%	i	5%	4	-4%	3	-4%	2%	11%
CCOC(=O)N1CCN(C(=O)c2cc3cc(Br)ccc3oc2=O)CC1	3%	i	-10%	2	-13%	0	-1%	7%	0%
Cc1ccc(S(=O)(=O)N2CCCC2C(=O)NC2CCCCC2)cc1 (stereo not drawn)	7%	i	5%	0	-2%	20	-6%	-1%	-2%
CCOC(=O)C1=C(C)N=C2SC(C)C(=O)N2C1/C=C/c1ccccc1OC (stereo not drawn)	-8%	i	-8%	10	-14%	6	8%	13%	9%
COC(=O)c1c(NC(=O)CCc2ccc(C)o2)sc(C)c1C	-12%	i	-8%	0	-4%	2	5%	-1%	13%	PMK inhibit pilot replicates=3.0;MK inhibit pilot replicates=0.0;Spn DPM-DC inh pilot screen %=7.0
O=C(CSc1nnc(CNc2ccc(F)cc2)n1Cc1ccco1)NC1CC1	8%	i	0%	2	-7%	6	5%	3%	6%
COc1cc(NC(=O)c2cc3c(C)nc4ccccc4c3o2)cc(OC)c1OC	0%	i	-18%	10	-16%	18	-1%	7%	5%
CCOc1ccc(N2C(=O)c3cccnc3C2Nc2ccc(F)cc2)cc1 (stereo not drawn)	-10%	i	-3%	1	7%	18	-3%	11%	4%
CCOC(=O)CC1=C(C#N)C(c2cccnc2)C(C(=O)OCC)=C(N)O1 (stereo not drawn)	-7%	i	-20%	16	-11%	20	-4%	2%	11%
CCCCOc1cccc(C(=O)N(Cc2cccs2)C2CCS(=O)(=O)C2)c1 (stereo not drawn)	-9%	i	-15%	2	9%	7	-2%	-18%	2%
Cc1cc(C)n2nc(CCc3nc4nc(C)cc(C)n4n3)nc2n1	0%	i	-10%	14	-2%	0	-3%	4%	8%
CCOC(=O)N1CCC(NC(=O)Cn2ncc3c4ccccc4n(C)c3c2=O)CC1	21%	i	2%	0	-2%	18	6%	6%	9%	PMK inhibit pilot replicates=0.0;MK inhibit pilot replicates=0.0;Spn DPM-DC inh pilot screen %=0.0
O=C(COC(=O)c1ccco1)Nc1ccc2c(c1)OCO2	-4%	i	-4%	0	-3%	15	6%	-28%	9%
c1ccc(OCc2nn3c(Cn4cnc5ccccc54)nnc3s2)cc1	4%	i	9%	12	8%	5	-1%	4%	9%
COc1ccc(C(c2nnnn2Cc2ccccc2)N2CCN(C(=O)c3ccco3)CC2)cc1 (stereo not drawn)	11%	i	5%	6	4%	4	0%	-1%	2%
CCOC(=O)c1c(C)[nH]c(C)c1C(=O)CSc1nnc(-c2ccco2)n1Cc1ccccc1	2%	i	38%	4	39%	19	-2%	3%	3%

Bioassay records deposited in PubChem BioAssay by several laboratories.
